Exocytosis inh: blocks lytic granule exocytosis; TALL-104 LAMP-1 surface exposure, flow cytometry; cells stimulated with thapsigargin and PMA; inhibition, % at 10 µM; 360,000 compounds, 0.66% hits;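 active = inhibition above about 55%, limit read from the data; inconclusive = no clear call, values can overlap the other calls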
CaV13 FRET inh: Primary screen for inhibitors of IQ motif and Ca2+-dependent inactivation inhibitor domain binding in CACNA1D, Förster resonance energy transfer in living cells, … | HEK cells, CFP/YFP FRET ICDI-IQ, plate reader, 10 min; percent FRET-ratio fall versus neutral wells | inhibition, % at 12.3 µM | 340,000 compounds, 0.098% hits | AID 743397;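 active = mean replicate inhibition of at least 30% and at least 1% of replicates passing that level; inconclusive = only one of the two criteria is met; inactive = neither criterion is met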;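 also: 0% = median of the neutral control wells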
Glyco luc inh: N-linked glycosylation inhibition; D54 ERlucT glycosylation luciferase reporter, 24 h; percent of 100 nM tunicamycin response; reporter increase, % at 12.5 µM; 360,000 compounds, 0.23% hits; AID 588692;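 active = mean luciferase reporter signal, scaled so untreated is 0 and the glycosylation-blocking control 100, at or above a set limit in every replicate; inconclusive = mean reaches the limit but not every replicate does; inactive = mean below the limit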;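 also: luciferase carries N-glycosylation sites so blocking glycosylation raises the light; 0% = median of neutral control wells and 100% = median of 100 nM tunicamycin wells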
MC4R barr agon: human MC4R agonism via beta-arrestin; P32245; U2OS MC4R beta-arrestin complementation, luminescence; percent of melanotan II response, DMSO zero; activation, % at 8.9 µM; 360,000 compounds, 0.98% hits;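 active = activation above a per-plate cutoff, the mean activation of sample wells on that plate plus 3 SD, cut at about 8% in these data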
Target sequence (P32245 whole entry, looked up): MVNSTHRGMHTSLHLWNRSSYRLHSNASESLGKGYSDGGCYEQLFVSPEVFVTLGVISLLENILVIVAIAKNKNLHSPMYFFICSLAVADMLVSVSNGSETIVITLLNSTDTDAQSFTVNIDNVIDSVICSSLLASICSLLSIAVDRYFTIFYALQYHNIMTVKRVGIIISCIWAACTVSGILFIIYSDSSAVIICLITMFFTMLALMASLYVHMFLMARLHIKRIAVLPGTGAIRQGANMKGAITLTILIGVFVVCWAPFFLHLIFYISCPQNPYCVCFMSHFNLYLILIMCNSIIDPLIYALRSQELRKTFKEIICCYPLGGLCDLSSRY
ABHD5-PLIN5 inh: blocks binding of human ABHD5 to perilipin-5; Q00G26+Q8WTS1; Split G. princeps luciferase complementation, luminescence, 4 h; inhibition, % at 4 µM; 360,000 compounds, 0.78% hits; AID 602281;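 active = inhibition above the mean inhibition across every tested compound plus 3 SD, cut at about 22% in these data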;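 also: 0% = DMSO only wells and the 100% control is not disclosed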
PDI turbidity: inhibitors of human protein disulfide isomerase; 350,000 compounds, 0.052% hits; AID 588391; P07237; inhibition, % at 10 µM; PDI insulin aggregation turbidity, A650, 90 min;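 active = mean inhibition across replicates of 30% or more, whatever share of single replicates reach that level; inconclusive = mean inhibition below 30% while every single replicate reaches 30%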;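 also: absorbance from insulin aggregation driven by PDI reduction with DTT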
Target sequence (P07237 whole entry, looked up): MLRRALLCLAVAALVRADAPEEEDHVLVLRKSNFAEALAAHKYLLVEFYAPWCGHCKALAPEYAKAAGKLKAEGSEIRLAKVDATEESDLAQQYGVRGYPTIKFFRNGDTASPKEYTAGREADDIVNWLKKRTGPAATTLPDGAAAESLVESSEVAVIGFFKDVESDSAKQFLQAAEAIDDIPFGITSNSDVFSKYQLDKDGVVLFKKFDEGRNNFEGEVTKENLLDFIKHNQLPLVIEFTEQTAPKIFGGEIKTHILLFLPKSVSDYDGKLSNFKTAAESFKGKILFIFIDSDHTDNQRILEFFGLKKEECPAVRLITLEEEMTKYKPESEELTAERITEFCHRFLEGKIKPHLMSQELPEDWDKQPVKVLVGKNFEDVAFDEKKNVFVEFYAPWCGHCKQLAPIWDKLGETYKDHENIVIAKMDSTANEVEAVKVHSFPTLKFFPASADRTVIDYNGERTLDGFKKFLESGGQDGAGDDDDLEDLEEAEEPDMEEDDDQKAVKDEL
m5-HT2A agonist: mouse HTR2A agonism via beta-arrestin recruitment; AID 624169; CHO-K1 mHTR2A beta-arrestin complementation, luminescence; percent of 30 µM serotonin response; P35363; activation, % at 7.6 µM; 360,000 compounds, 0.66% hits;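 active = activation above a run cutoff, the mean activation of all tested compounds plus 3 SD, cut at about 14% in these data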;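 also: 0% = plate median of compound wells and 100% = 30 µM serotonin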
ABCB6 inh MLPCN: inhibitors of human ABC transporter ABCB6 | K562-ABCB6 porphyrin accumulation, flow cytometry, 1 h; hits give low values | fluorescence ratio to DMSO, % at 10 µM | 360,000 compounds, 0.19% hits | AID 602162;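 active = fluorescence ratio to DMSO below 75%, the collection mean minus 3 SD; inconclusive = too few cells collected in the well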;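 also: signal is porphyrin accumulated inside mitochondria; 100% equals median channel fluorescence of DMSO control wells; lower ratio means ABCB6 inhibition with less porphyrin fluorescence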
H9c2 protect: modulators protecting cardiomyocytes from myocardial damage; H9c2 cardiomyocytes, H2O2 injury protection, ATPLite, 2 h; protection from H2O2 cell death, % at 20 µM; 360,000 compounds, 0.63% hits;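 active = compounds giving at least 50% protection of heart cells from peroxide-induced death in the single-dose screen, raw or plate-pattern-corrected value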;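 also: 0% = DMSO wells with peroxide and 100% = DMSO wells without peroxide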
MC4R antag cAMP: blocks human MC4R cAMP signaling | MC4R-expressing cells, MTII-stimulated cAMP, LANCE TR-FRET | inhibition, % at 6.5 µM | 360,000 compounds, 0.48% hits | AID 540295;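 active = inhibition above its plate's cutoff, the mean of tested wells on that plate plus 3 SD, cut at about 29% in these data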;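 also: 0% = Melanotan II alone and 100% = Melanotan II plus saturating MCL0020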
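system = U2OS cells with stable human MC4R expression | also added = Melanotan II challenge after compound preincubation | dosing = one concentration, 6.5 µM nominal | incubation = compound 30 min, challenge 1 h, detection 1 h | measured by = TR-FRET with Eu-cAMP and labeled anti-cAMP, 671 nm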
Numbers without * were called inactive; ? = inconclusive; . = not tested or not shown.

SMILES	Exocytosis inh	CaV13 FRET inh	Glyco luc inh	MC4R barr agon	ABHD5-PLIN5 inh	PDI turbidity	m5-HT2A agonist	ABCB6 inh MLPCN	H9c2 protect	MC4R antag cAMP
Cc1ccc(S(=O)(=O)Nc2cccnc2)cc1C	-2	-5	0	0.9	-1	-5	-4	98	-4	11
O=C(c1ccc(S(=O)(=O)N2CCCCC2)cc1)c1nnc(-c2ccc(Cl)cc2)o1	-2	-6	0	-1.8	0	-3	-1	104	-5	5
C=CCn1c(=O)c2c(nc3n2CCN3c2cccc(Cl)c2C)n(C)c1=O	-2	-6	3	-1.7	-4	0	-1	98	3	7
c1ccc(CCc2ccncc2)cc1	-4	-4	2	-1.6	1	-1	1	99	2	1
O=C(c1cc(Cl)cc(Cl)c1)N1CCC2CC1c1cc(-c3ccc4c(c3)OCO4)ccc12 (centres undefined)	-12	-6	-2	-0.9	7	-2	1	96	-3	-3
Nc1c(N(Cc2ccco2)C(=O)COc2ccc(Cl)cc2)c(=O)[nH]c(=O)n1Cc1ccccc1	1	-2	-1	-1.9	8	-3	-9	97	10	4
Nc1ccc(C(=O)OCC(=O)Nc2ccc3c(c2)OCO3)cc1[N+](=O)[O-]	-2	-5	-1	-0.9	1	-17	1	98	2	0
Cc1ccc(NCCC(=O)c2ccccc2)cc1Cl	-6	-4	-2	1.5	6	-1	2	102	-8	11
CCc1nn(CC(=O)NCCC(C)C)c(=O)c2cc3c(OC)cccc3n12	-6	-17	2	-0.5	2	14	-4	98	0	3
CC(C(=O)Nc1nc(-c2ccc(F)cc2)cs1)N1C(=O)C2CC=CCC2C1=O (centres undefined)	4	-5	1	1.5	-10	13	11	99	16	9
COc1cc(C(=O)NCC(=O)OCc2ccccc2Cl)cc(OC)c1OC	-3	1	-1	-4.0	1	1	-3	97	25	2
CCC(CO)Oc1cc(NC(=O)c2ccc(Cl)cc2)c2ncn(C(C)C)c2c1 (centres undefined)	2	-11	1	-1.2	4	6	12	92	5	6
COc1ccc(-c2ncncc2-c2csc(C)n2)c(O)c1	-2	.	-2	-2.6	-1	-15	0	103	10	5
CCCCCCCNC(=O)CC(NS(=O)(=O)c1ccc(NC(C)=O)cc1)C(C)C (centres undefined)	-2	-3	-1	0.7	10	-3	2	93	-2	-5
COc1cc(C(C2=C(O)CC(C)(C)CC2=O)C2C(=O)CC(C)(C)CC2=O)cc(OC)c1OC (centres undefined)	0	-5	0	-2.3	21	-7	2	99	2	8
COc1ccc(N2C(=S)N(C(=O)c3ccccc3)C(=Nc3ccccc3)C2=Nc2ccccc2)cc1	-3	-3	-12	-1.1	-3	-4	0	95	-8	-2
Cc1ccc(NC(=O)/C(=C/c2ccco2)c2ccccc2)c(C)c1	6	-2	1	0.8	2	2	-3	97	-19	16
Cn1c(SCC(=O)Nc2nncs2)nnc1C1CC1	-1	.	3	-4.3	-4	-2	2	85	2	0
Cc1cc(C)nc(SCC(=O)OC(C)C(=O)Nc2ccccc2)n1 (centres undefined)	-3	-5	1	-3.9	0	-3	9	94	1	10
Cc1cccc(CS(=O)(=O)Cc2ccc(C(=O)NCC3CCCO3)o2)c1 (centres undefined)	-1	-3	2	1.1	0	-5	1	98	12	0
COc1cc(C(=O)C(=O)N2CCN(c3ccccc3)CC2)cc(OC)c1OC	9	-6	.	.	-6	.	-1	.	.	.
O=C(NCc1ccccc1)c1cccc2c(-c3cccnc3)coc12	-3	-5	-1	0.3	6	2	-4	98	0	-9
COC(=O)c1nnn(-c2nonc2N)c1CSc1nnc(C)s1	-4	0	2	-1.5	-1	4	5	97	6	-2
Cc1ccccc1C(=O)NNc1ccc([N+](=O)[O-])cc1	-2	-8	6	-2.0	1	-2	0	93	0	1
O=C(N/C(=C/c1cccnc1)C(=O)N1CCOCC1)c1ccccc1F	-3	-15	4	-0.1	5	6	3	97	8	3
CN1C(=O)CC2(CC(=O)N(Cc3ccccc3)C2)C1=O (centres undefined)	-1	.	1	-1.4	2	6	4	91	4	17
CC(=O)Nc1nnc(SCC(=O)c2ccc3c(c2)Cc2ccccc2-3)s1	-2	-3	-8	12*	-5	-6	-1	99	-5	20
COc1ccccc1/C=C/C(=O)NC(=S)NC(C)C	4	-2	0	-0.4	-5	15	0	92	-4	4
COc1cccc(C(C)(O)c2nc(-c3ccccc3OC)cs2)c1 (centres undefined)	-4	-11	0	0.8	-1	4	-2	102	-16	4
COc1cccc(/C=N/NC(=O)CCNc2n[nH]c(=O)[nH]c2=O)c1OC	-1	2	2	-0.1	-6	4	-1	103	9	3

Looked up above.
Reading for Cc1ccc(NCCC(=O)c2ccccc2)cc1Cl in Glyco luc inh: -2
Reading for O=C(c1ccc(S(=O)(=O)N2CCCCC2)cc1)c1nnc(-c2ccc(Cl)cc2)o1 in ABCB6 inh MLPCN: 104

(continued)
SMILES	Exocytosis inh	CaV13 FRET inh	Glyco luc inh	MC4R barr agon	ABHD5-PLIN5 inh	PDI turbidity	m5-HT2A agonist	ABCB6 inh MLPCN	H9c2 protect	MC4R antag cAMP
Cc1cc(C)n(-c2ccc(C(=O)OCC(=O)NCc3ccc(Cl)cc3)cc2)n1	0	-4	-1	2.4	-5	6	-1	98	11	-1
CCN(CCCNC(=O)CCNC(=O)Cn1cnc2ccccc2c1=O)c1cccc(C)c1	4	-4	-3	1.9	-2	-4	3	96	3	18
COC(=O)CCS(=O)(=O)c1ccc(Cl)cc1	-2	.	2	-0.5	-2	-2	2	99	-4	13
CCC(C)c1ccc(NC(=O)COC(=O)C2=COCCO2)cc1 (centres undefined)	-5	-5	1	0.6	-2	16	-1	89	-8	10
CCCCn1c(Nc2ccccc2)nc2ccccc21	-2	-5	0	-0.3	8	15	0	99	-2	-3
NC(=O)c1ccccc1NC(=O)CCN1C(=O)c2ccccc2C1=O	0	-8	2	2.1	-1	-1	-4	104	5	2
Cc1cc(NS(=O)(=O)c2ccc(NC(=O)Nc3ccccc3)cc2)no1	3	-3	0	-1.0	-1	-18	-1	92	4	2
Oc1ccccc1CNCCCNCc1ccccc1O	3	-4	-6	-1.7	-7	9	-6	98	4	3
Cc1cccc(NC(=O)CN2NS(=O)(=O)c3ccccc3C2=O)c1	2	-6	1	0.2	-1	6	3	100	2	7
CCCn1c(SCC(=O)NCCc2ccccc2)nnc1C(C)C	-6	-3	-1	-2.4	2	-8	0	93	-5	-2
COC(=O)c1ccc2nc(-c3ccc(C)cc3)c(Cc3ccccc3OC)n2c1	2	-3	-2	.	-9	.	2	108	5	.
Cc1nn(-c2ccccc2)c(Cl)c1/C=N/NC(N)=O	-14	-4	0	-0.5	1	-1	1	94	3	-18
COc1ccc(/C=C2\C(=N)N3N=C(CC(=O)N4CCCCC4)SC3=NC2=O)cc1	-7	-8	0	-0.8	1	5	-1	98	-4	21
S=c1[nH]nc(-c2ccncc2)n1CC1CCCO1 (centres undefined)	-2	.	2	-0.1	-1	8	0	108	-4	9
CCOC(=O)C1=C(N)Oc2ccc3ccccc3c2C1c1ccc(O)cc1 (centres undefined)	7	-3	0	1.6	8	-3	4	95	0	3
CON(C)S(=O)(=O)c1cccc(C(=O)Oc2ccc(N(C)S(=O)(=O)c3ccccc3)cc2)c1	13	-18	3	-1.4	-5	9	0	97	-6	9
Cc1nc2ccc(S(=O)(=O)NCC(=O)N3CCc4ccccc4C3)cc2s1	2	.	-1	-1.3	-9	5	4	96	-4	3
CSc1nnc(-c2sc3cc(C(F)(F)F)cnc3c2-c2cccnc2)n1C	-9	-2	2	-1.3	6	-4	0	94	10	2
CC(C)(C)NC(=O)C(c1ccc(Cl)cc1)N(CCO)C(=O)c1snc(C(N)=O)c1N (centres undefined)	5	?	-2	-1.1	6	-10	3	101	6	7
COc1ccc(CNc2nc3c(c(=O)[nH]c(=O)n3C)n2CCCc2ccccc2)cc1	25	.	4	1.3	6	2	0	105	-1	-26
CNc1nc2sc3c(c2c(=O)n1C)CC(C)(C)SC3	-8	.	5	-2.2	-8	11	-3	95	11	0
C[C@@H]1CN([C@@H](C)CO)C(=O)CCCn2nncc2CO[C@@H]1CN(C)C(=O)c1ccccc1	-4	-6	-1	-1.2	10	-5	-1	106	11	0
CC(C)Cn1c2c(c(=O)[nH]c1=O)C(NS(=O)(=O)c1ccc(Cl)cc1)(C(F)(F)F)C(=O)N2 (centres undefined)	-4	-1	-2	-1.6	0	2	6	89	10	-2
Oc1ccc(Br)cc1CNc1ccccn1	4	-2	0	-0.7	-1	0	-2	92	0	6
Cc1ccc(C)c(S(=O)(=O)NNC(=O)c2sc(NS(=O)(=O)c3ccccc3)nc2C)c1	-5	0	-1	1.3	4	1	-3	109	0	0
Cc1ccc(N2C(=O)CN(Cc3sccc3C)C2=S)cc1C	0	-6	-2	-0.4	-1	-2	-1	105	-11	14
O=C(O)C[C@]1(C(=O)Nc2ccc(F)cc2)CC(/C=C/c2ccccc2)=NO1	-5	-3	2	-0.6	-15	-2	11	101	-1	2
Cc1ccc(C)c(C(=O)COC(=O)c2ccc(C)c(S(=O)(=O)N3CCOCC3)c2)c1	-3	-3	0	-1.4	4	5	0	98	-4	-1
O=[N+]([O-])c1ccc(Nc2c3ccccc3nc3ccccc23)cc1	11	-3	2	0.1	-8	3	3	97	-18	6
O=C(CCc1nc2ccccc2[nH]1)Nc1ccccc1	-1	.	1	-0.8	5	-8	-6	96	-3	2
COc1ccc(NC(=O)C(=O)NCC(c2ccco2)N2CCc3ccccc3C2)cc1OC (centres undefined)	8	-4	-2	0.7	-11	2	-6	94	-6	4
CC(=O)NC(CC(=O)OCC(=O)c1c(N)n(C)c(=O)n(C)c1=O)c1ccccc1 (centres undefined)	17	-1	1	-2.4	4	-2	0	100	8	30*
CC[C@H](C)[C@H](NC(N)=O)C(=O)NNC(=O)c1ccc(COc2cccc3cccnc23)cc1	-3	-4	3	-1.0	-2	-10	4	95	5	5
Cc1cc(NC(=O)CSc2nccn2C)no1	-1	-6	2	-1.4	-7	-2	-4	100	-4	2
CCO/N=C(\N)c1[nH]ncc1Br	-5	3	-1	-1.6	10	4	2	99	0	1
COC(=O)COc1ccc(S(=O)(=O)NCc2ccco2)cc1	10	.	0	-1.5	-2	-2	-1	100	50	9
Cc1ccc(Cl)cc1N1CCN(Cc2nc3c(c(=O)[nH]c(=O)n3C)n2Cc2ccccc2F)CC1	2	-7	-7	0.6	3	-1	3	94	-3	-1
COc1ccc(-c2[nH]c(-c3ccccc3)nc2SCC(=O)NCc2ccco2)cc1OC	7	-3	3	2.7	3	.	-6	98	4	13
CCOC(=O)C1=C(C)NC(=O)NC1c1ccc(OC)c(CN2CCOCC2)c1 (centres undefined)	-1	0	3	-2.9	0	12	3	97	2	1

Source: PubChem (several laboratories)

The order is random. Share with any hit: about 4.2%.
